# Pf Dd2 growth = blocks in vitro growth of P. falciparum Dd2 | Potency, µM (series often up to 28.9 µM), for the others: at the highest dose activity, negative = inhibition, actives largely listed as inhibitors | P. falciparum Dd2 growth, SYBR Green, 72 h | AID 1347417 | 120,000 tested, 4.3% active; active = well fitted inhibition curve with a large enough effect; inconclusive = small, poorly fitted or top-dose-only effect; inactive = no such curve, though single readings can be large or run the other way;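 note: plate controls were DMSO vehicle for no effect and reference drug for full effect; nearly all actives have a fitted effect of over 65% in size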
#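 Infected erythrocytes (Dd2, 0.3% parasitemia, 2.5% hematocrit final) are added to compound in RPMI-1640/Albumax II medium, grown 72 h at 37C in low oxygen, then lysed with saponin/Triton-X containing SYBR Green and read by fluorescence.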
# * marks the source's active call; other numbers are inactive results; i = inactive; ? = inconclusive; [ ] = dose if it differs, or a comment. Potency is the fitted concentration of half-maximal effect. This is a subset. The share of hits here may be higher or lower than overall.
SMILES	Pf Dd2 growth
O=C(NCC1CCN(c2cc(-c3ccc(Cl)cc3)[nH]n2)CC1)c1ccc2nc[nH]c2c1	?
CC(C)c1ccc(N2C(=O)N[C@@H]3CCN(C(=O)c4ccc(C(C)(C)C)cc4)[C@@H]3C2=O)cc1	-1%[44.1 µM]
COc1cc(C)c2c(c1C)C[C@H](C(C)C(=O)N1CCN(c3ccc(F)cc3)CC1)CC2 (stereo partly drawn)	-10%[44.1 µM]
O=C(CCc1nc2cccnc2n1Cc1cccs1)Nc1cccc(C(F)(F)F)c1	52%[activator][5.79 µM]
Cc1cccc(CN2C(=O)c3ccccc3Sc3ccc(C(=O)NCc4cccs4)cc32)c1	?
Cc1ccc([S+](=O)([O-])N2CCc3nc(C)nc(-c4ccc(Cl)cc4)c3CC2)cc1	13%
COc1ccccc1C(=O)N1CCN2C(=O)N(Cc3cccnc3)C[C@H]2C1	17%[44.1 µM]
O=C(COc1cccc(-c2nnc3n2CCCC3)c1)Nc1ccc(Br)cc1	?
COc1ccccc1NC(=O)c1cnc(SCC(=O)N2CCOCC2)n(C)c1=O	5%
CCc1ccc2c(c1)-c1ccccc1S(=O)(=O)N2CC(=O)N1CCC(C)CC1	?
CCOc1ccccc1CN1CCC2(CCN([S+](=O)([O-])c3cccs3)CC2)Oc2ccccc21	?
Cc1oc2ncn(CC(C)C)c(=O)c2c1C(=O)Nc1ccc(Cl)cn1	48%[activator]
COc1ccc(-n2cc(CN3CCCC(CO)C3)c(-c3cccc(F)c3)n2)cc1 (stereo not drawn)	13µM*
COCCN1CCOC2(CCN(C(=O)c3ccc(Oc4ccccc4)cc3)CC2)C1=O	i
COc1ccc(CN2CCN(c3nc4ccccc4o3)CC2CCO)c(F)c1 (stereo not drawn)	-8%
Cc1ccccc1Cn1cc(-c2ccncc2)cc1C(=O)NC(C)c1ccccn1 (stereo not drawn)	?
COc1ccc(NC(=O)Cn2c(-c3cnccn3)nc(C)c(C)c2=O)cc1	-5%
CN1CCN([C@H]2CCN(C(=O)c3c(Cl)cnn3C)C[C@H]2CCC(=O)O)CC1	-2%
COc1ccc(CCN2C(=O)c3[nH]nc(-c4ccccc4O)c3C2c2ccccc2)cc1 (stereo not drawn)	8.9µM*
Cc1cccc(OCC(=O)N2[C@H]3CC[C@@H]2c2cnc(-c4ccc(F)cc4)nc2C3)c1	?
CCOC(=O)C1CCCN(C(=O)c2ccc(-n3ccc4ccccc43)s2)C1 (stereo not drawn)	-1%
CC(C)c1ccccc1OCC(=O)c1ccc2c(c1)N(CC(=O)N1CCCCC1)C(=O)CO2	i
CCNc1ncc(C(=O)N2C[C@@H](NS(C)(=O)=O)[C@H](C(C)C)C2)cn1	2%
CC1(C)C(=O)N(Cc2ccccc2)[C@H]2CN(Cc3ccc(C(=O)O)cc3)C[C@H]2[S+]1(=O)[O-]	23%
Cc1ccc(NC(=O)C2N(C(C)C)C(=O)C23CCCC3)cc1 (stereo not drawn)	0%
CCCOc1nccnc1NC1CCN(C(=O)NCc2ccco2)CC1	0%[5.79 µM]
COc1ccc(-c2cc3nc4c(c(=O)n3[nH]2)CN(C(=O)CCCc2c[nH]c3ccccc23)CC4)cc1	?
CCN1c2cc(C(=O)Nc3cccc(F)c3)ccc2C(=O)N2CCCC21 (stereo not drawn)	i
O=C(Nc1cccc(F)c1)N1Cc2[nH]cnc2C[C@H]1c1nc(-c2ccncc2)no1	-5%[44.1 µM]
CCN(CC)C(=O)C[C@@H]1CCNC[C@@H]1Cc1cc(-c2ccc(OC)cc2)on1	i
CC(C)c1nccn1CCCNC(=O)c1ccc(N2CCC(CO)CC2)nc1	-2%
Cc1ccc(-c2cc3c(=O)n(CCNC(=O)c4ccc5c(c4)OCO5)ccn3n2)c(C)c1	?
CCOc1cc(CNC(=O)c2ccc3c(c2)nc2n3CCCCC2)ccc1OC	?
CCc1cccc(NC(=O)CN2C(=O)NC3(CCC(C)CC3)C2=O)c1 (stereo not drawn)	-17%
CCn1ncc(N2CCC(NC(=O)Cc3ccccc3OC)CC2)cc1=O	7%
Cc1ccc(NC(=O)N2CC3CCCN3c3ccccc32)cc1C (stereo not drawn)	?
Cc1ccc(NC(=O)CC2CCOCC2)cc1F	8%
CC(=O)NCCCC(=O)N1CCOC2(CCN(C(=O)NC(C)C)CC2)C1	10%
O=C(Cn1cccn1)N1CCOC(Cc2cccc(C(F)(F)F)c2)C1 (stereo not drawn)	-2%
Clc1cccc(-n2cc(-c3ccccc3)c3c(NC4CCCC4)ncnc32)c1	?
CC(C)c1nc(CCN(C)C(=O)C(c2cccnc2)N2CCOCC2)no1 (stereo not drawn)	14%
CN(Cc1ccoc1)C(=O)Cn1ccc2ncccc2c1=O	7%
COc1ccc2c(ccn2CCNC(=O)Cn2nc3c(cc2=O)CCCC3)c1	-13%
Oc1ccc(Nc2nc(-c3ccc(Cl)cc3)nc3ccccc23)cc1	?
Cc1noc(C)c1CC(=O)NC1CCCc2c1[nH]c1ccccc21 (stereo not drawn)	i
Cc1ccccc1C(=O)Nc1ccc(OCc2cc(=O)n3cccc(C)c3n2)cc1	-9%
Cc1cccc(C(=O)Nc2cccc(OCc3cc(=O)n4ccccc4n3)c2)c1	i
O=C(c1ccccc1)N1CCNc2cnc(Nc3cccc(C(F)(F)F)c3)nc2C1	?
COCc1noc(CNC(=O)C(c2ccc(F)cc2)N(C)C)n1 (stereo not drawn)	-1%
O=C(Cc1ccccc1)Nc1cc(-c2nc3cc(Cl)ccc3o2)ccc1Cl	23%
C[C@H](C(=O)N1CCCC1)C1CC[C@@]2(C)Cc3sc(CS(=O)(=O)c4ccc(Cl)cc4)nc3[C@@H](C)[C@@H]2[C@H]1O (stereo partly drawn)	-22%
CC1(c2ccccc2)N(Cc2ccccc2)C(=O)OC12CCN(C(=O)C1CCOCC1)CC2 (stereo not drawn)	?
Cc1cc(C(=O)N2CCC(C(=O)N3CCCCCCNC(=O)CC3)CC2)nn1C	?
CN(C)C[C@@H]1CN(Cc2cccnc2)C[C@H]1NC(=O)C1CC=CCC1 (stereo partly drawn)	i
NC(=O)[C@@H]1CN(C(=O)CCc2ccccc2)C[C@H]1COc1ccccc1	-16%
O=C(NCCc1ccccc1)c1c[nH]c2ccc(S(=O)(=O)Nc3ccccc3F)cc2c1=O	-22%
O=C(O)COc1ccc(-c2nccc3c2C(=O)N(Cc2cccc(C(F)(F)F)c2)CC(COc2cccc(F)c2)O3)cc1 (stereo not drawn)	-10%
Cc1cccc(Nc2c(-c3cccs3)nc3nc(C)cc(C)n23)c1	?
CCOc1ccc(-n2nc(CO)c(C(=O)NCc3cccnc3)n2)cc1	27%
CCCN1CCC(N2C[C@H]3OC(=O)N(CCc4cccc(Cl)c4)[C@H]3C2)CC1	-22%

# New compounds follow
SMILES	Pf Dd2 growth
COCCN1Cc2ccc(NCc3ccccc3)nc2C(C)(C(=O)NC2CCOCC2)C1 (stereo not drawn)	?
Cc1ccc(-n2nc3n(c2=O)CCN(C(=O)Cc2ccccn2)C3)cc1	2%
CS(=O)(=O)N[C@@H]1[C@@H](NC(=O)c2ccc(Cn3ccnc3)o2)[C@H]2CCO[C@H]21	-4%
COc1cc2c(cc1NC(=O)c1ccccc1C)n(C)c(=O)n2C	-4%
O=C1NCCCCCCN(Cc2ccncc2)[C@@H]2CN(S(=O)(=O)Cc3ccccc3)CC[C@H]12	?
NC(=O)CN1CCC(C(=O)NCc2cn3cccnc3n2)CC1	3%
CCN(c1ccccc1)S(=O)(=O)c1nnc(NC(=O)COc2ccc(OC)cc2)s1	-8%
NC(=O)c1cccc(CN2CCC3(C2)CN(C(=O)C2CCCC2)c2ccccc2CO3)c1 (stereo not drawn)	?
Cc1cc(C)cc(NC(=O)Cn2nnc(-c3ccccc3F)n2)c1	4%
COc1ccc(OC)c(CNC(=O)c2ccc(N3CC4CC(C3)[C@H]3CCCC(=O)N3C4)nc2)c1 (stereo partly drawn)	?
Cc1noc(-c2ccncc2)c1C(=O)NCCCCc1ccccc1	-15%
COc1cccc(-c2nc(SCC(=O)NCC3CCCO3)c(-c3ccc(C)cc3)[nH]2)c1 (stereo not drawn)	?
CNC(=O)[C@@H]1CN(S(=O)(=O)c2ccc3c(c2)CCC3)C[C@H]1c1nc(C)no1	35%[activator]
Cc1ccc(C(=O)NC2(C(F)(F)F)N=C(c3ccccc3)N(C3CCCCC3)C2=O)cc1 (stereo not drawn)	-15%
Cn1cc(-c2cn(C)c(=O)n3cc(COc4ccccc4)nc23)cn1	?

# Following part:
structure | Pf Dd2 growth
O=C(Nc1ccc(Cl)cc1Cl)N1CCc2[nH]c3ccc(F)cc3c2C1 | -18%
COc1ccc(-c2nccn3cc(C(=O)NCc4nc5ccccc5n4C)nc23)cc1 | ?
Cc1ccc2oc(C(=O)NCC(c3ccc(Cl)cc3)N3CCOCC3)c(C)c2c1 (stereo not drawn) | ?
CC(=O)N(C1CC1)C1CCOC2(CCN(C(=O)C3(c4ccccc4)CC3)CC2)C1 (stereo not drawn) | i
Cc1ccc(CNC(=O)c2cc(NS(=O)(=O)c3ccc(C)cc3)ccn2)cc1 | 29%
COC(=O)c1ccc(Cn2nnc3c(=O)[nH]c(C4CCCN(S(=O)(=O)c5cccc(Cl)c5)C4)nc32)cc1 (stereo not drawn) | ?
CC(C)Cn1c(/C=C/c2ccc(F)cc2)nc2ccccc21 | i
CC(C)CNC(=O)N1CC(c2noc(C3CCCN3CC3CC3)n2)C1 (stereo not drawn) | i
Cc1cccc2c1nc1n2[C@@H](CNS(=O)(=O)Cc2ccccc2)COC1 | -27%[44.1 µM]
Cn1cccc(C(=O)N2C[C@@H](CN3CCOCC3)C[C@H](CO)C2)c1=O | -5%
COc1ccc(CNc2ncnc3c2nnn3C)cc1 | i
COc1ccc(C(=O)Nc2cc(-c3cccc(C)c3)nn2-c2ccccc2)cc1 | 3%
O=C(NCCc1ccccc1)N1CCC(OC2CCN(Cc3ccccc3)CC2)CC1 | -8%
COc1cc2c(cc1OC)n(Cc1cccc(C(F)(F)F)c1)c(=O)n1nc(-c3ccccc3)nc21 | -17%
Cc1ccc(N2CC(NC(=O)c3cccs3)CC2=O)cc1C (stereo not drawn) | i
O=C1c2cccn2CC(CNS(=O)(=O)Cc2ccccc2)N1Cc1ccccc1 (stereo not drawn) | ?
Cc1ccc(C(=O)N[C@@H]2CN(C)C[C@H]2CN(C)C)c(C)c1 | -6%
O=C(c1ccccc1F)N1CCn2c(nn(-c3ccc(F)cc3)c2=O)C1 | 22%
COc1cccc(NC(=O)c2cnn(-c3ccccc3)c2-n2cccc2)c1 | -27%
FC(F)(F)c1ccc(N2C3CCC2CN(Cc2ccc(-c4cncnc4)cc2)C3)cc1 | -20%
COC(=O)c1ccccc1NC(=O)CCCn1c(=O)c2cccn2c2cccnc21 | 21%
Cc1ccc(-n2nc(CO)c(C(=O)NCCc3ccccc3)n2)cc1C | ?
Cc1cccc(N2CCN(S(=O)(=O)c3c(C(=O)N4CCC(C)CC4)c(C)n(C)c3C)CC2)c1C | -21%
COc1cccc(C2Cn3nnc(-c4nc(-c5ccc(C)cc5)no4)c3CO2)c1 (stereo not drawn) | i
COCC1CN(C(C)=O)CC12CCN(Cc1ccc(F)cc1)CC2 (stereo not drawn) | 9%
CC(C)C(=O)N1CC(Oc2ccccc2-c2nc(C3CC3)no2)C1 | 7%
COC(=O)c1nnn(-c2ccc(Br)cc2)c1C(=O)OC | -2%
O=C(Nc1nc2n(n1)C(c1ccccc1)C=C(c1ccccc1)N2)c1ccc(Cl)c([N+](=O)[O-])c1 (stereo not drawn) | 8.9µM*
C#CCNC(=O)C[C@@H]1C[C@@H](C(C)C)[C@H](CNS(=O)(=O)c2cccc(C#N)c2)C=C1C | 11µM*
CN(C1CCCCC1)S(=O)(=O)c1ccc2c(c1)c(=O)c(C(=O)N1CCN(c3ccccc3F)CC1)cn2C | 0.89µM*
Cc1ccc(C)c(CN2CCCN(Cc3cc(C)ccc3C)S2(=O)=O)c1 | 2%
C=CCNC(=O)[C@@H]1Cc2cn(CC#CC)c3cccc(c23)[C@H](CC(C)C)N1 | ?
CN(Cc1ccccc1)Cc1c(O)ccc2c(=O)c(-c3ccccc3)c(C(F)(F)F)oc12 | 4µM*
COc1ccc2ccc(OCc3nc(C(=O)N4CCCC(C(N)=O)C4)co3)cc2c1 (stereo not drawn) | -24%
CCc1ccc(C2=NN(CCC(=O)NCCc3ccccc3)C(=O)CC2)cc1 | i

# 13 consecutive entries out of the list so far, quoted:
structure | Pf Dd2 growth
FC(F)(F)c1ccc(N2C3CCC2CN(Cc2ccc(-c4cncnc4)cc2)C3)cc1 | -20%
COC(=O)c1ccccc1NC(=O)CCCn1c(=O)c2cccn2c2cccnc21 | 21%
Cc1ccc(-n2nc(CO)c(C(=O)NCCc3ccccc3)n2)cc1C | ?
Cc1cccc(N2CCN(S(=O)(=O)c3c(C(=O)N4CCC(C)CC4)c(C)n(C)c3C)CC2)c1C | -21%
COc1cccc(C2Cn3nnc(-c4nc(-c5ccc(C)cc5)no4)c3CO2)c1 (stereo not drawn) | i
COCC1CN(C(C)=O)CC12CCN(Cc1ccc(F)cc1)CC2 (stereo not drawn) | 9%
CC(C)C(=O)N1CC(Oc2ccccc2-c2nc(C3CC3)no2)C1 | 7%
COC(=O)c1nnn(-c2ccc(Br)cc2)c1C(=O)OC | -2%
O=C(Nc1nc2n(n1)C(c1ccccc1)C=C(c1ccccc1)N2)c1ccc(Cl)c([N+](=O)[O-])c1 (stereo not drawn) | 8.9µM*
C#CCNC(=O)C[C@@H]1C[C@@H](C(C)C)[C@H](CNS(=O)(=O)c2cccc(C#N)c2)C=C1C | 11µM*
CN(C1CCCCC1)S(=O)(=O)c1ccc2c(c1)c(=O)c(C(=O)N1CCN(c3ccccc3F)CC1)cn2C | 0.89µM*
Cc1ccc(C)c(CN2CCCN(Cc3cc(C)ccc3C)S2(=O)=O)c1 | 2%
C=CCNC(=O)[C@@H]1Cc2cn(CC#CC)c3cccc(c23)[C@H](CC(C)C)N1 | ?
